PfHsp90 set2: inhibits growth of yeast expressing Plasmodium falciparum Hsp90 | S. cerevisiae expressing PfHsp90, BacTiter-Glo ATP, 48 h; yeast lacking PDR1 and PDR3 efflux regulators | inhibition, % at 9.4 µM | 310,000 compounds, 0.32% hits | AID 504621;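 active = every replicate shows inhibition above about 80%, whatever the replicate mean, limit read from the data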;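 note: 0% = DMSO neutral controls and 100% = 20 µM radicicol positive controls; yeast relying on Plasmodium falciparum Hsp90 in place of its own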
OPRM1-OPRD1 ag: agonists of human mu-delta opioid receptor heterodimerization; P35372+P41143; cells, OPRM1-OPRD1 heterodimerization, luminescence; activation, % at 9.3 µM; 340,000 compounds, 0.3% hits; AID 504326; in the data active = activation above about 18%;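 note: 0% = vehicle-treated cells and 100% = reference agonist; values of inactives mirror those of a sister screen read the other way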
phage Ecoli inh: E. coli growth loss with phage present; growth absorbance; inhibition, % at 11.9 µM; 360,000 compounds, 0.26% hits; AID 651602; in the data active = inhibition above about 11%
PKA-R1A activ: PKA-R1A complex activation; PKA-R1A dissociation, Cy5-IP20 fluorescence polarization; scaled: DMSO 0%, 113 µM cGMP 100%; activation, % at 11.4 µM; AID 504707; 340,000 compounds, 0.083% hits;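 active = percent activation above the mean of all tested compounds plus 3 SD, cut at about 19% in these data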;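 note: higher means more PKAc released from R1A so a rise in polarization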
E coli growth: bacterial growth inhibition, counter-screen for AddAB inhibitors. E. coli V3065 growth, OD600 absorbance, 18 h. inhibition, % at 11.9 µM. 330,000 compounds, 0.27% hits. AID 449728;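 active = inhibition above the campaign's mean inhibition across all tested compounds plus 3 SD, cut at about 9.9% in these data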;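 note: uninfected addAB+ strain grown without phage in ampicillin broth; 0% = DMSO wells and 100% = ciprofloxacin 0.95 µg/ml wells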
Tat transport: E. coli Tat transport inhibition | E. coli MC4100 TorA-mCherry Tat export, fluorescence | inhibition, % at 10 µM | 340,000 compounds, 0.036% hits | AID 488895;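 active = mean replicate inhibition at least 50% and at least half of replicates individually reaching 50%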;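 note: exported cargo escapes ClpAP degradation while cytoplasmic cargo is degraded and loses fluorescence; 0% = median of neutral control wells and 100% = median of NaSCN control wells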
SUMO Mot1 rescue: inhibitors of SUMOylation pathway: yeast Mot1-301 growth rescue. growth rescue, % at 18.8 µM. 320,000 compounds, 1% hits. S. cerevisiae Mot1-301 growth rescue, ATP luminescence, 38.5C; percent above DMSO median, 100 means doubled. AID 2716;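 active = every valid replicate shows activation above 250% relative to neutral control wells; inactive = the rest, any valid replicate at or below 250%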;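 note: OY570 slx delta 5 strain wells were the positive control but not used for scaling; some compounds called inactive have numbers as strong as hits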
OPRM1-OPRD1 inv: inverse agonist of human OPRM1-OPRD1 heterodimerization. cell-based MOR-DOR heterodimer luminescence, inverse agonism. P35372+P41143. 340,000 compounds, 0.21% hits. inhibition, % at 9.3 µM; in the data active = inhibition above about 22%, passing the limit was not always enough;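 note: 0% = cells with DMSO and 100% = wells without cells with DMSO; values of inactives mirror those of a sister screen read the other way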
AddAB inh: less growth of phage-infected E. coli with AddAB. inhibition, % at 11.9 µM. E. coli expressing H. pylori AddAB, absorbance growth. 330,000 compounds, 0.29% hits; in the data active = inhibition above about 12%;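 note: 0% = vehicle wells of infected cells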
PKA-R2B activ: PKA-R2B complex activation; 340,000 compounds, 0.079% hits; activation, % at 11.4 µM; AID 504700; PKA-R2B holoenzyme dissociation, Cy5-IP20 fluorescence polarization; R2B truncated from residue 108, S112A mutant; 0% DMSO only, 100% 113 µM cGMP; P22694+P31323;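 active = activation above a cutoff set at the mean over all compounds plus 3 SD, cut at about 18% in these data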;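 note: higher means more holoenzyme dissociation and a rise in polarization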
Target sequence (P31323 whole entry, looked up, other chains not shown, the tested form may be a part): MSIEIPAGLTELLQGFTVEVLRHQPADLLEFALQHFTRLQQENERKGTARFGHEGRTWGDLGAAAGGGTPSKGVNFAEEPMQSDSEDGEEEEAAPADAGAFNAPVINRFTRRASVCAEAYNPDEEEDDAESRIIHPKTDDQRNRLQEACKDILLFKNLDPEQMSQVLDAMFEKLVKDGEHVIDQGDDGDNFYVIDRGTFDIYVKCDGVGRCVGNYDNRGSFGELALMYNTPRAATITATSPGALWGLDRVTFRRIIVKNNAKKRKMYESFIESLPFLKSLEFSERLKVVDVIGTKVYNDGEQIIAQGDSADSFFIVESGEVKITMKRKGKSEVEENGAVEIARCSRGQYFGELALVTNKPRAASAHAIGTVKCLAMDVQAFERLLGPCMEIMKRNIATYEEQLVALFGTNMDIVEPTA
HTR5A inv ctr: HTR5A inverse agonism, opioid heterodimer counter-screen | HTR5A cell line, luminescence | inhibition, % at 9.3 µM | AID 504634 | 340,000 compounds, 0.083% hits | P47898; in the data active = inhibition mostly above about 23%, no sharp cut-off; inactive = mostly below about 18%;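 note: 0% = cells with DMSO and 100% = no-cell wells with DMSO; some compounds called inactive have numbers as strong as hits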
Target sequence (P47898 whole entry, looked up): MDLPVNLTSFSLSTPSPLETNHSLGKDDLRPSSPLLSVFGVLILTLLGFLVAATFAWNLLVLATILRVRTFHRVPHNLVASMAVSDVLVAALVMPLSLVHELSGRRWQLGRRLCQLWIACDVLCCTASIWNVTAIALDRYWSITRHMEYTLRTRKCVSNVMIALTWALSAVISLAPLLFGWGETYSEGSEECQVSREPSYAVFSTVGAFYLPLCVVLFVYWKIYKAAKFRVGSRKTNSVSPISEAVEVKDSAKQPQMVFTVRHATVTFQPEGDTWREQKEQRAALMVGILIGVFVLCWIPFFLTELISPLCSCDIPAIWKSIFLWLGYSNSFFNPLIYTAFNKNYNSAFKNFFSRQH
* marks the source's active call; other numbers are inactive results; nt = not tested or not shown.

Preview:
SMILES	PfHsp90 set2	OPRM1-OPRD1 ag	phage Ecoli inh	PKA-R1A activ	E coli growth	Tat transport	SUMO Mot1 rescue	OPRM1-OPRD1 inv	AddAB inh	PKA-R2B activ	HTR5A inv ctr
CCOc1cc(C2NC(=O)NC(c3ccccc3)=C2C(C)=O)ccc1OCC(N)=O (stereo not drawn)	3	1.2	2.7	-5	-0.3	-1	nt	-7	2.3	-4	-32
O=C(N/N=C/c1ccccc1)c1ccc(NC(=O)c2ccc(F)cc2)cc1	-1	2.2	0.9	2	1.8	8	6	-17	0.5	4	-20
COC(=O)C(CC(=O)c1ccc(Cl)cc1)c1ccccc1 (stereo not drawn)	nt	3.4	-1.9	-2	nt	-1	nt	-18	nt	-5	-15
CCCCCn1c(SCCc2ccccc2)nc2c1c(=O)[nH]c(=O)n2C	-42	1.2	-0.2	-4	2.0	8	10	-5	1.6	-10	-4
O=C(COC(=O)c1c(Cl)cccc1Cl)NCc1cccs1	-13	-1.1	1.5	1	0.4	-1	-11	5	1.6	1	3
CN(C)C=NC(=O)c1cc(C(=O)c2ccc(C(C)(C)C)cc2)c[nH]1	-10	-0.7	4.0	6	0.7	3	-4	3	3.1	2	0
COc1ccc(S(=O)(=O)N2CCOCC2)cc1NC(=O)CO/N=C/c1ccccc1OC(F)F	19	-0.7	0.1	-1	2.2	-8	79	4	5.0	-5	-5
COC1c2ccccc2C(=O)N1Cc1ccc(F)cc1 (stereo not drawn)	13	-2.7	-0.4	2	1.4	-9	9	12	1.1	7	5

All compounds of this part, from the first entry:
SMILES	PfHsp90 set2	OPRM1-OPRD1 ag	phage Ecoli inh	PKA-R1A activ	E coli growth	Tat transport	SUMO Mot1 rescue	OPRM1-OPRD1 inv	AddAB inh	PKA-R2B activ	HTR5A inv ctr
CCOc1cc(C2NC(=O)NC(c3ccccc3)=C2C(C)=O)ccc1OCC(N)=O (stereo not drawn)	3	1.2	2.7	-5	-0.3	-1	nt	-7	2.3	-4	-32
O=C(N/N=C/c1ccccc1)c1ccc(NC(=O)c2ccc(F)cc2)cc1	-1	2.2	0.9	2	1.8	8	6	-17	0.5	4	-20
COC(=O)C(CC(=O)c1ccc(Cl)cc1)c1ccccc1 (stereo not drawn)	nt	3.4	-1.9	-2	nt	-1	nt	-18	nt	-5	-15
CCCCCn1c(SCCc2ccccc2)nc2c1c(=O)[nH]c(=O)n2C	-42	1.2	-0.2	-4	2.0	8	10	-5	1.6	-10	-4
O=C(COC(=O)c1c(Cl)cccc1Cl)NCc1cccs1	-13	-1.1	1.5	1	0.4	-1	-11	5	1.6	1	3
CN(C)C=NC(=O)c1cc(C(=O)c2ccc(C(C)(C)C)cc2)c[nH]1	-10	-0.7	4.0	6	0.7	3	-4	3	3.1	2	0
COc1ccc(S(=O)(=O)N2CCOCC2)cc1NC(=O)CO/N=C/c1ccccc1OC(F)F	19	-0.7	0.1	-1	2.2	-8	79	4	5.0	-5	-5
COC1c2ccccc2C(=O)N1Cc1ccc(F)cc1 (stereo not drawn)	13	-2.7	-0.4	2	1.4	-9	9	12	1.1	7	5
O=[N+]([O-])c1ccc(OCc2cn([C@@H](CO)c3ccccc3)nn2)c(Br)c1	-3	2.7	1.4	-12	3.4	10	6	-15	0.4	2	19
CC(=O)c1sc(Nc2nc3ccc(F)cc3s2)nc1C	26	0.9	-1.4	-7	-2.9	21	-20	-4	-1.1	0	-39
O=C(CSc1nc2ccccc2c(=O)n1Cc1ccc(F)cc1)NCc1cccs1	6	0.2	3.5	-13	-3.0	-1	3	-2	-5.8	3	11
C=C(C)C(=O)Nc1ccc2c(c1)OCCOCCOCCO2	-21	0.5	1.1	3	-1.9	11	-6	-2	0.8	13	15
Cc1cnc(C(=O)OCC(=O)Nc2cccc3ccccc23)cn1	-6	0.9	-0.7	2	-1.7	-6	3	-4	-0.2	8	-10
Cc1ccc(S(=O)(=O)N[C@H](C(=O)N2CCC(C(=O)N[C@H](C(=O)O)c3ccccc3)CC2)C(C)C)cc1	-2	-4.0	2.0	-4	2.2	5	400	20	1.2	-9	21
CC(C)OC(=O)CSc1nnc(-c2ccc(Cl)cc2Cl)o1	-28	2.2	2.7	2	-1.3	-3	nt	-13	2.9	-5	9
Cc1ccc(-c2csc3nc4c5ccccc5c(NCCCN(C)C)nn4c(=O)c23)cc1	5	0.3	0.1	3	-3.0	26	nt	-1	-3.6	-4	18
CO[C@H]1O[C@H](C)[C@@H](O)C[C@H]1NC(=O)OCc1ccccc1	-5	-1.5	1.4	-9	-0.5	-3	-5	8	0.4	0	10
Cc1[nH]n(-c2ccc([N+](=O)[O-])cc2)c(=O)c1C=NCC1CCCO1 (stereo not drawn)	5	nt	4.6	nt	-0.6	-1	3	nt	2.7	nt	nt
CCc1ccc(C(=O)COC(=O)C(Cc2ccccc2)NC(=O)c2ccc(Cl)cc2)cc1 (stereo not drawn)	-20	0.8	2.1	-3	-2.8	-6	10	-5	1.2	-7	-18
Cc1ccc(S(=O)(=O)N(C)C[C@@H]2Oc3ccc(NC(=O)Cn4cnnn4)cc3C(=O)N([C@@H](C)CO)C[C@H]2C)cc1	7	0.7	3.0	-6	-0.8	-2	-12	-4	1.6	-8	-12
Cc1cccc(NC(=O)Nc2ccc3c(c2)N(C)C(=O)CS3)n1	-10	-2.7	1.3	-10	2.7	2	-5	14	-0.4	-6	-9
O=C(O)COc1ccc2c(c1)O/C(=C\c1cccs1)C2=O	-10	-3.0	2.2	-12	-1.6	6	0	15	0.6	-3	19
CCCCNC(=O)CCC(=O)Nc1ncc(-c2ccc(C)cc2)n1C	nt	-2.5	1.1	5	-2.3	0	0	12	-0.8	-6	-22
O=C(CSc1ccc2nnc(-c3ccc(Cl)cc3)n2n1)N1CCc2ccccc21	3	-1.9	1.1	-13	-1.3	0	-6	10	1.0	-2	-16
Cc1ccc2c(C)c(C(=O)N3CCN(c4cnccn4)CC3)oc2c1C	-18	-2.4	0.2	4	-0.2	8	-7	8	0.8	-7	20
Additional records follow.
SMILES	PfHsp90 set2	OPRM1-OPRD1 ag	phage Ecoli inh	PKA-R1A activ	E coli growth	Tat transport	SUMO Mot1 rescue	OPRM1-OPRD1 inv	AddAB inh	PKA-R2B activ	HTR5A inv ctr
CC(C)=C1C2C=CC1C1C(=O)N(c3ccc4c(c3)OCO4)C(=O)C21 (stereo not drawn)	-8	-0.8	1.7	-8	0.2	-8	-7	4	0.9	-5	-16
CCOc1cc(/C=C2\C(=O)N(Cc3ccc(C)cc3)C(C)=C2C(=O)OC)ccc1O	-11	2.3	1.9	-16	-1.7	-1	-11	-10	1.6	6	-40
C#CCN1C(=O)S/C(=C\c2ccc(-c3ccc(C(=O)O)cc3C)o2)C1=O	-44	-2.4	-0.1	2	-4.6	9	4	12	-3.4	-13	-25
CCCN(CC(=O)Nc1ccc(F)c(F)c1F)C(=O)c1ccc(N2CCCC2=O)cc1	-14	-3.8	1.9	9	0.3	-6	-5	15	0.7	3	-21
Cc1ccc(-c2noc(CCC(=O)NCc3ccco3)n2)cc1	-6	-1.2	1.5	-8	1.1	3	144	6	-0.4	-4	-8
COc1ccc(-c2cc(C(F)(F)F)n3nc(C(=O)N4CCN(C(=O)c5ccco5)CC4)cc3n2)cc1	17	2.3	0.8	10	-1.2	-2	152	-12	-0.2	6	4
CCn1c(=O)c([N+](=O)[O-])c(NC2CCS(=O)(=O)C2)c2ccccc21 (stereo not drawn)	3	-2.5	-1.8	-3	2.0	-1	16	13	1.5	-2	25
C=C[C@]1(C)C=C2CCC3[C@](C)(CCC[C@@]3(C)C(=O)O)C2CC1 (stereo partly drawn)	63	-1.1	nt	-19	0.0	9	-19	5	1.5	-5	0
Cc1ccccc1N1CCN(c2ccc(NC(=O)C3CCCCC3C(=O)O)cc2)CC1 (stereo not drawn)	12	-1.5	3.5	2	1.7	2	27	8	4.1	0	-12
COc1ccc(C2/C(=C(/O)c3ccccc3)C(=O)C(=O)N2C)c(OC)c1 (stereo not drawn)	-7	-1.7	0.3	-12	-1.6	-3	-25	9	4.2	-11	-22
CC(C(=O)Nc1ccc(OCc2ccccc2)cc1)N1CCCC1 (stereo not drawn)	1	-1.2	-0.1	7	-0.7	2	2	6	-0.4	9	1
COC(=O)c1cccc(NC(=O)CCNC(=O)c2ccc([N+](=O)[O-])cc2)c1	-4	0.1	2.7	12	1.7	7	-4	-1	1.7	-8	9
Oc1ccc(N2CCN(C(c3cccnc3)c3nnnn3Cc3ccccc3)CC2)cc1 (stereo not drawn)	18	4.2	3.8	-9	0.1	-2	80	-24	-0.8	-2	-10
CCOC(=O)C1=C(C)NC(=O)NC1c1ccc(OC)c(CN2CCOCC2)c1 (stereo not drawn)	-32	-5.1	1.8	-2	0.1	4	-7	22	2.9	-2	0
COc1ccc(C(=O)CSc2nc3ccccc3n2CC(=O)c2ccccc2)cc1	-24	3.0	0.3	3	3.2	4	-18	-17	2.8	4	-5
CC(c1ccco1)N(C(=O)Nc1ccc(Cl)cc1)c1ccccn1 (stereo not drawn)	9	-0.2	3.0	-1	3.7	-2	-4	1	0.7	4	0
O=C(CCCC(=O)N1CCN(c2cccc(Cl)c2)CC1)c1ccccc1	-5	0.8	3.2	0	-0.3	12	-7	-4	7.0	1	-1
CCCCn1c(NCc2ccncc2)nc2ccccc21	nt	-1.7	1.2	-6	-0.2	0	-4	9	2.2	11	11
Cc1cc(C)cc(C(=O)NN2CCOCC2)c1	3	-2.3	2.9	5	0.8	-5	-6	12	1.2	1	12
O=C(COC(=O)/C=C/c1ccccc1)NCc1ccc2c(c1)OCO2	15	-4.3	2.5	-12	0.0	-2	9	17	0.7	-10	7
O=C(Cc1cccc(NC(=O)C2CCCN(C(=O)C3CCC3)C2)c1)Nc1ccc(C(=O)N2CCCCC2)cc1 (stereo not drawn)	3	-2.0	1.6	-17	nt	-1	nt	10	nt	-2	14
OCC[C@@H]1C[C@H](O)[C@@H](O)[C@@]2(CCCCO2)O1	nt	-1.9	3.5	-8	-2.1	-6	23	11	-0.3	4	6
C#CCOCCOCCOCCNc1nc(N2CCN(C(=O)Cn3cc(CC(C)O)nn3)CC2)nc(N2CCN(C(=O)[C@H](C)n3cc(CCC(=O)O)nn3)CC2)n1 (stereo partly drawn)	-7	-2.4	2.5	4	nt	4	nt	13	nt	5	-2
CCOc1ccc(N2C(=O)CC(N3CCN(C(=O)c4ccco4)CC3)C2=O)cc1 (stereo not drawn)	-2	-1.6	2.8	-6	-1.7	2	-17	9	-3.0	-3	-7
O=C(Cn1nnc(-c2ccccc2)n1)NCc1cccs1	25	-0.6	2.5	-9	-2.3	-10	6	4	0.5	-9	-10
COc1ccc(NS(=O)(=O)c2cc(NC(=O)C3=NN(c4ccccc4)C(=O)CC3)ccc2C)cc1	12	-1.3	1.6	0	nt	15	nt	5	nt	-1	-7
NC(=O)CSc1nnc(-c2cc(-c3ccc(Cl)cc3)nc3ccccc23)o1	7	-1.3	4.0	-2	-0.7	-1	-3	7	0.5	-5	0
